PKA-R2B act = activates the human PKA-R2B holoenzyme complex. P22694+P31323. PKA-R2B holoenzyme dissociation, Cy5-IP20 fluorescence polarization; R2B truncated from residue 108, S112A mutant; 0% DMSO only, 100% 113 µM cGMP. activation, % at 11.4 µM. 340,000 tested, 0.079% active. AID 504700;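 active means activation above a cutoff set at the mean over all compounds plus 3 SD, cut at about 18% in these data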;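 further: higher means more holoenzyme dissociation and a rise in polarization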
Target sequence (P31323 whole entry, looked up, other chains not shown, the tested form may be a part): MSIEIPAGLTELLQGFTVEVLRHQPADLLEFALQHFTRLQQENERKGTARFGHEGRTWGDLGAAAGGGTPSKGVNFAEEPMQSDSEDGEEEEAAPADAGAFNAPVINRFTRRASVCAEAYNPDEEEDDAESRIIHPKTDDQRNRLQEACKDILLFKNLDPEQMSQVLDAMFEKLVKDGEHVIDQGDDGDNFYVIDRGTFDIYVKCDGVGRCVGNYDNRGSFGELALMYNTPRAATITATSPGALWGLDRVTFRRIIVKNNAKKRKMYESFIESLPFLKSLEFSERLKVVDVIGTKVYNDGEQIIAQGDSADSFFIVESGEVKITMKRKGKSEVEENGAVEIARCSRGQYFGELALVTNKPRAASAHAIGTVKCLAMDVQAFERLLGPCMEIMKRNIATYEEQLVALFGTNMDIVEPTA
PKA-R1A activ = activates the PKA-R1A holoenzyme complex; PKA-R1A dissociation, Cy5-IP20 fluorescence polarization; scaled: DMSO 0%, 113 µM cGMP 100%; activation, % at 11.4 µM; P00514+P68181; 340,000 tested, 0.083% active;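 active means percent activation above the mean of all tested compounds plus 3 SD, cut at about 19% in these data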;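 further: higher means more PKAc released from R1A so a rise in polarization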
DAGLB inhibitor = diacylglycerol lipase beta (human) inhibition; Q8NCG7; HEK293T DAGLB membrane lysate, EnzChek fluorogenic substrate; inhibition, % at 5.17 µM; 340,000 tested, 0.059% active; AID 504411; in the data active means inhibition above about 34%;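 further: 0% = enzyme with vehicle and 100% = wells lacking enzyme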
HTR5A inv ag = inverse agonist of human HTR5A in OPRM1-OPRD1 counter-screen | HTR5A cell line, luminescence, inverse agonism | P47898 | 340,000 tested, 0.083% active | inhibition, % at 9.3 µM | AID 504634; in the data active means inhibition mostly above about 23%, no sharp cut-off; inactive means mostly below about 18%;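 further: 0% = cells with DMSO and 100% = no-cell wells with DMSO; some compounds called inactive have numbers as strong as hits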
Target sequence (P47898 whole entry, looked up): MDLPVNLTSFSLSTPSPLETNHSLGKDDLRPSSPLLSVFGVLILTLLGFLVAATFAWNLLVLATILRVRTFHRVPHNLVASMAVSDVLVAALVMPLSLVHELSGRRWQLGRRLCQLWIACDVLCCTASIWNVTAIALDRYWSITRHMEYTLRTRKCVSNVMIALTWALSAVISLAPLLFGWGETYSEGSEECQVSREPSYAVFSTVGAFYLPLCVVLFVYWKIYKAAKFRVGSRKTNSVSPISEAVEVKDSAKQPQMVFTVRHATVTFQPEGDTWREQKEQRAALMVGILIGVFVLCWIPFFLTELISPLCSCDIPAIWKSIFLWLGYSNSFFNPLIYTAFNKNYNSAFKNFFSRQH
Tat export inh = E. coli Tat transport inhibition; E. coli MC4100 TorA-mCherry Tat export, fluorescence; inhibition, % at 10 µM; 340,000 tested, 0.036% active; AID 488895;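 active means mean replicate inhibition at least 50% and at least half of replicates individually reaching 50%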;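 further: exported cargo escapes ClpAP degradation while cytoplasmic cargo is degraded and loses fluorescence; 0% = median of neutral control wells and 100% = median of NaSCN control wells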
CDK5 p35 inh = CDK5/p35 (human) kinase inhibition. Q00535+Q15078. Recombinant CDK5/p35, ADP-Glo luminescence, 60 min. AID 488839. inhibition, % at 10 µM. 330,000 tested, 0.01% active;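 active means highest replicate inhibition of at least 50% and at least 75% of replicates reaching 50%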;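 further: plate controls were DMSO neutral control for no effect and GW8510 at 10 µM for full effect; many of its hits are not listed in these tables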
SUMO Mot1 rescue = blocks SUMOylation pathway, rescuing yeast Mot1-301 growth. S. cerevisiae Mot1-301 growth rescue, ATP luminescence, 38.5C; percent above DMSO median, 100 means doubled. growth rescue, % at 18.8 µM. 320,000 tested, 1% active. AID 2716;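 active means every valid replicate shows activation above 250% relative to neutral control wells; inactive means the rest, any valid replicate at or below 250%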;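 further: OY570 slx delta 5 strain wells were the positive control but not used for scaling; some compounds called inactive have numbers as strong as hits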
AddAB inh = less growth of phage-infected E. coli with AddAB | E. coli expressing H. pylori AddAB, absorbance growth | inhibition, % at 11.9 µM | 330,000 tested, 0.29% active | AID 435030; in the data active means inhibition above about 12%;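 further: 0% = vehicle wells of infected cells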
HTR5A ag = HTR5A agonism, opioid heterodimer counter-screen | P47898 | HTR5A agonist assay, luminescence, cell-based | activation, % at 9.3 µM | 340,000 tested, 0.61% active; in the data active means activation mostly above about 9.5%, no sharp cut-off; inactive means mostly below about 7.6%;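 further: 0% = cells with vehicle only and 100% = reference agonist; strong numbers were not always called active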
phage Ecoli inh = E. coli growth loss with phage present. 360,000 tested, 0.26% active. inhibition, % at 11.9 µM. growth absorbance; in the data active means inhibition above about 11%
E coli growth = reduces bacterial viability in AddAB counter-screen | 330,000 tested, 0.27% active | inhibition, % at 11.9 µM | E. coli V3065 growth, OD600 absorbance, 18 h | AID 449728;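 active means inhibition above the campaign's mean inhibition across all tested compounds plus 3 SD, cut at about 9.9% in these data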;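 further: uninfected addAB+ strain grown without phage in ampicillin broth; 0% = DMSO wells and 100% = ciprofloxacin 0.95 µg/ml wells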
* = called active by the depositor; . = no result given; & = joins results of further samples.

The line under a structure holds: PKA-R2B act	PKA-R1A activ	DAGLB inhibitor	HTR5A inv ag	Tat export inh	CDK5 p35 inh	SUMO Mot1 rescue	AddAB inh	HTR5A ag	phage Ecoli inh	E coli growth
COc1ccc(N2CCN(Cc3nc4cc(Cl)ccc4c(=O)[nH]3)CC2)cc1
 : 0.5	-2.0	-0.1	16.4	-1.1	0.6	6.3	0.3	-0.7	3.4	-1.8
Cc1ccc(S(=O)(=O)N2CCOCC2)cc1NC(=O)CN1CCN(c2ccc(O)cc2)CC1
 : 1.6	5.7	-0.9	-3.9	-4.6	-1.3	-17.7	0.0	1.3	2.8	-2.0
CC(=O)NC(=S)Nc1cc(C(=O)O)ccc1Cl
 : 2.1	-8.2	0.7	6.7	-19.2	0.4	-19.1	1.0	-2.8	5.0	3.5
Cc1nnc2ccc(N3CCCCC3)nn12
 : 5.7	6.0	1.7	-1.3	-5.7	0.0	-2.9	-1.7	0.4	-0.9	-1.0
COc1ccccc1C(C)NCC(=O)Nc1c(F)cccc1F (stereo unspecified)
 : 4.2	-6.8	-1.3	5.1	-0.8	0.8	13.4	0.9	-1.8	2.5	-0.1
CCOC(=O)c1c(CC(C)C)csc1NC=O
 : -6.5	3.1	-5.7	10.1	7.0	-1.9	.	-1.1	-3.6	2.1	-0.1
Cc1cc(C)n(CC(O)COc2ccc(C(C)C)c(C)c2)n1 (stereo unspecified)
 : -6.7	-1.5	-1.8	15.6	5.3	-0.8	-15.9	0.7	-4.2	-0.8	1.1
COc1ccc(NC(=O)CN(C)C(=O)/C=C/c2cn(-c3ccccc3)nc2-c2ccc(F)cc2)cc1
 : -13.6	-7.0	0.8	0.1	11.2	-6.3	566.9*	-1.2	0.0	3.2	-0.3
O=Cc1ccccc1-n1cncn1
 : -0.9	1.8	1.7	2.5	-9.7	-0.1	.	2.0	-0.9	0.1	-0.2
CCN(CC(=O)Nc1c(F)cccc1F)C(=O)c1cc(S(=O)(=O)N(C)C)ccc1N1CCCC1
 : -1.0	10.0	2.9	19.8	3.2	-1.3	8.0	-0.5	-1.7	3.0	-1.8
O=C1OCCN1c1c(-c2ccccc2)c(N2CCOCC2)nc2ccccc12
 : 1.6	3.8	-2.2	20.5	-3.9	0.9	-13.8	-3.5	5.8	3.1	-1.3
COc1ccc(-c2[nH]ncc2CN(C)Cc2cccnc2)c(OC)c1
 : -6.5	-12.0	-0.7	-20.3	0.3	-0.7	-12.6	4.5	7.3	3.2	-0.2
N#Cc1c2c(c(Nc3ccc(F)cc3)n3c1nc1ccccc13)CCCC2
 : 5.0	0.7	1.4	6.2	0.7	-2.9	.	.	-1.6	1.2	.
CCc1ccc(N2CC(C)Cn3c2nc2c3c(=O)n(CCN3CCOCC3)c(=O)n2C)cc1 (stereo unspecified)
 : -3.2	-8.7	-4.6	-17.3	11.9	0.6	-6.3	5.2	6.2	0.5	-2.5
CCC1(C)N=c2c(c(=O)n(C)c(=O)n2C)=NO1 (stereo unspecified)
 : -2.5	-5.4	-0.1	1.7	-4.0	-1.0	-12.7	5.6	-0.7	2.4	-1.8
Cc1cc(NC(=O)c2ccc3c(c2)C(=O)N(c2cccc(C)c2C)C3=O)no1
 : -3.9	1.7	0.0	2.1	-5.0	-0.6	84.9	1.8	-1.5	3.5	-1.1
CC(C)(C)C(=O)Nc1nnc(SCC(=O)Nc2nccs2)s1
 : 4.2	-12.6	5.3	6.5	-5.2	-1.0	7.8	2.1	0.8	3.7	-1.2
COC(=O)c1c(NC(=O)C2CC(C)=C(C)CC2C(=O)O)sc2c1CCCCC2 (stereo unspecified)
 : 7.1	-4.6	11.2	0.8	0.8	0.0	-12.6	.	5.8	1.8	.
O=C(Nc1cc(Cl)cc(Cl)c1)C(c1ccccc1)N1CCCCC1 (stereo unspecified)
 : -4.0	-6.8	-13.3	-11.5	-3.4	-0.6	4.1	3.8	2.5	1.4	-0.8
S=C(Cc1ccccc1)N1CCOCC1
 : -4.5	-2.8	-2.7	-4.4	0.7	-0.4	.	.	1.1	0.1	.
Cc1cc(S(=O)(=O)Nc2ccc3cn[nH]c3c2)c(C)cc1Cl
 : 9.0	-9.2	-1.4	-4.2	-3.1	1.6	-7.9	4.2	1.6	3.5	-0.9
CC1(CCC(=O)N2CCCC(N3CCN(c4ccc(F)cc4)CC3)C2)CC1 (stereo unspecified)
 : -1.3	4.1	0.5	-13.9	21.7	-2.3	11.9	-2.1	8.9	-0.4	-3.1
Cc1cccc(C(=O)NCC(=O)OCC(=O)c2ccc(C)s2)c1
 : -7.7	-4.8	-0.3	9.8	-6.5	0.0	-23.2	1.1	-2.5	2.5	0.2
O=C(CN1C(=O)COc2ccc(S(=O)(=O)N3CCCC3)cc21)Nc1cccc(F)c1
 : -8.1	0.7	-0.9	-18.1	1.6	-0.5	-14.1	2.4	-1.4	1.7	-0.2
CC(O)Cc1cn([C@@H](CCCCN)C(=O)N2CCNCC2)nn1 (stereo partly specified)
 : -4.0	2.1	0.5	2.0	-8.1	2.2	2.0	1.5	1.1	1.1	-4.1
COc1ccc(CSCC(=O)N/N=C/c2ccc(OCC(=O)NCc3ccco3)cc2)cc1
 : -5.3	-4.8	-1.5	-22.3	-5.1	0.1	2.8	0.0	0.0	3.0	0.8
COc1ccccc1NC(=S)N1CCC(NC(=O)c2ccco2)CC1
 : 8.9	-1.3	1.5	-29.2	-1.1	-0.2	-7.4	5.4	-2.0	1.7	-0.3
CC(=O)NC1=NN(C(C)=O)C(C)(c2ccc(C)o2)S1 (stereo unspecified)
 : -2.0	-0.8	-1.0	-33.3	0.7	-1.3	2.1	0.0	2.5	4.1	-6.1
Cc1ccc2c(c1)C(c1ccccc1)C(=O)O2 (stereo unspecified)
 : -4.0	5.3	-2.4	8.1	-6.2	-2.8	-2.8	-0.8	-3.1	2.1	-2.0
CCC(CC)C1C(C#N)=C(N)Oc2n[nH]c(-c3ccccc3)c21 (stereo unspecified)
 : 6.8	2.0	9.6	-12.5	3.4	-10.8	-16.1	2.7	4.8	1.7	0.7
CNC(=O)Nc1ccccc1F
 : 3.2	2.0	-0.5	4.5	4.2	-1.5	-10.3	-4.3	-3.8	3.1	-0.6
Cc1cc(C(F)(F)F)nc(SCC(=O)Nc2nccs2)n1
 : -8.8	1.0	0.9	17.2	-0.8	0.4	-1.6	6.9	0.1	-0.3	3.6
O=C(NCc1cccnc1)c1ccc([N+](=O)[O-])cc1
 : -11.1	-2.2	-2.0	3.0	1.0	-0.7	-33.7	3.1	-1.1	2.2	-0.3
CCOc1ccc(-c2nc(-c3ccncc3)no2)cc1OCC
 : 3.1	-10.0	-3.3	-19.7	3.2	-3.7	5.6	0.9	0.0	0.2	-1.4
CCOc1ccc(NC(=O)c2nnn(CC(=O)Nc3ccccc3OCC)c2N)cc1
 : -1.0	-3.5	0.6	-13.7	-7.8	0.2	183.9	1.9	2.2	1.6	3.4
COc1cc(N(C)C)c(NC(C)=O)cc1C(=O)O
 : -2.6	3.3	0.3	-25.3	4.3	-0.6	54.1	2.1	9.2	1.3	2.1
COC(=O)[C@H](CO)N1C(=O)[C@@H]2[C@H](C1=O)C1C=C[C@H]2C1
 : 6.8	4.3	-2.0	-17.4	-2.3	-1.3	.	.	4.6	2.0	.
COc1ccccc1CNC(=O)c1cccc(S(=O)(=O)N2CCCC2)c1
 : 1.0	-5.9	0.7	9.6	7.5	-1.6	.	.	1.6	0.0	.
CCCc1cc(=O)[nH]c(SCC(=O)N(C)CC(=O)Nc2ccc(F)cc2)n1
 : 10.1	10.6	-2.0	4.8	-8.0	0.3	-11.2	1.9	3.2	2.4	-1.6
Cc1nc(C)c(C(=O)C2=C(O)C(=O)N(CCN(C)C)C2c2ccccc2)s1 (stereo unspecified)
 : -12.6	-12.1	-2.2	1.1	-14.4	-0.3	63.9	3.9	2.1	1.9	-2.3
COc1ccc(S(=O)(=O)N[C@H](C(=O)O)C(C)C)cc1
 : 18.9*	10.5	1.1	-29.1	2.3	0.4	3.2	0.2	-0.5	2.2	-0.3
CCOC(=O)N(CC)OC(=O)Nc1ccc(Cl)cc1
 : -14.4	-7.6	1.7	-10.5	6.5	-1.8	12.9	0.9	-5.4	2.9	-0.2
O=c1c2oc3ccccc3c2ncn1Cc1ccc(Cl)cc1
 : 0.1	-3.7	-1.1	-1.9	-2.1	-0.8	4.6	0.0	0.7	2.9	1.4
N#Cc1nc(COc2ccc(F)cc2)oc1N1CCC(Cc2ccccc2)CC1
 : -3.1	-4.5	-15.6	-15.7	7.0	-0.1	508.4	2.8	6.0	2.7	-0.1
O=C(CCn1c(=S)oc2ccccc21)Nc1ccccc1Br
 : 4.8	7.6	1.5	11.2	-1.9	0.1	-2.3	1.9	-3.1	-0.5	0.5
Cc1cc(C)cc(N(C(=O)CNC(=O)c2cccs2)C(C(=O)NC2CCCC2)c2cccnc2)c1 (stereo unspecified)
 : 3.0	8.6	2.6	13.8	1.9	-5.7	11.9	-0.4	-5.2	-1.2	0.4
CCN(CC)c1ccc(NC(=O)c2cccnc2)cc1
 : 3.8	-4.8	3.3	-14.8	-4.1	0.2	364.3	2.2	0.6	1.8	0.4
O=C(Cn1nc(C(F)F)cc1C(F)F)N/N=C/c1ccc2c(c1)OCO2
 : -4.3	9.0	-0.7	4.3	-0.3	0.2	-5.1	-1.3	2.8	3.6	-1.9
C[C@]12CCC(=O)C=C1CC[C@@H]1[C@@H]2C(=O)C[C@@]2(C)[C@H]1CC[C@]2(O)C(=O)CO
 : -7.4	0.2	0.7	9.8	-5.7	-0.7	-23.8&10.1	-1.1	-0.3	3.0	-1.3

Bioassay records (PubChem)
